Rv3671c inh = Rv3671c (M. tuberculosis) protease inhibition; P9WHR9; inhibition, % at 5.96 µM; 0.048% of 320,000 active; AID 2606; in the data active = inhibition above about 38%;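 note: extracellular domain of Rv3671c used as enzyme; 0% = enzyme with DMSO and 100% = no enzyme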
Target sequence (P9WHR9 whole entry, looked up, the tested form may be a part): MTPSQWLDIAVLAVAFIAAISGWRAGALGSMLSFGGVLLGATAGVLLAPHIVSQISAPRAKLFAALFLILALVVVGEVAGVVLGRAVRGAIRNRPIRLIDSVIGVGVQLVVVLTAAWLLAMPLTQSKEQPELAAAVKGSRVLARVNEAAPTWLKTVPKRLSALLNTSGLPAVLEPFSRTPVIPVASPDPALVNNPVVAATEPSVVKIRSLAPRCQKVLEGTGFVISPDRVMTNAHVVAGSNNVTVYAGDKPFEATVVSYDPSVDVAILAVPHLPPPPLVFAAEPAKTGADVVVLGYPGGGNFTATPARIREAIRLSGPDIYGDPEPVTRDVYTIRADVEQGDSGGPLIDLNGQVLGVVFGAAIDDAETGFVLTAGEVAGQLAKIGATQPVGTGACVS
VHR inh abs = inhibitors of human VHR1 phosphatase (DUSP3). inhibition, % at 13.3 µM. 0.52% of 290,000 active. P51452. AID 1654. recombinant VHR phosphatase, pNPP absorbance; in the data active = inhibition above about 50%; note: some compounds called inactive have numbers as strong as hits
Target sequence (P51452 whole entry, looked up): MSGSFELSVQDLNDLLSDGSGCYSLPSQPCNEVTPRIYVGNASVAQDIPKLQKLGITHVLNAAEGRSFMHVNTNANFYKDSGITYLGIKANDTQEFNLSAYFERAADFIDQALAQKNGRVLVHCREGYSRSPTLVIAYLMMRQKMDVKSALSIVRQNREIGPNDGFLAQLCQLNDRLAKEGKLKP
Mtb UGM inh = inhibitors of M. tuberculosis UDP-galactopyranose mutase | inhibition, % at 10 µM | purified UGM, fluorescence polarization probe displacement | P9WIQ1 | 0.06% of 320,000 active | AID 504406; in the data active = inhibition above about 10%, passing the limit was not always enough
MazEF act = increases E. coli MazEF RNase cleavage of RNA | FAM/BHQ RNA-DNA oligo cleavage fluorescence, 5 h | 0.32% of 350,000 active | AID 504720 | activation, % at 20 µM; in the data active = activation above about 50%
Target sequence (P0AE70 whole entry, looked up): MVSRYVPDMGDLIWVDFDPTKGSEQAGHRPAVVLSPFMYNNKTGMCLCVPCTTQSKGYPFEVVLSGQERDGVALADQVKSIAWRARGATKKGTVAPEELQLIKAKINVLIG
GDH-TPI inh = GDH-TPI coupled enzyme inhibition counter-screen. GDH-TPI coupled enzyme counterscreen, NADH absorbance. inhibition, % at 4.8 µM. 1.2% of 360,000 active. AID 588335; in the data active = inhibition above about 30%;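 note: 0% = DMSO wells and 100% = wells lacking the enzyme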
BioA inh = blocks M. tuberculosis BioA enzyme activity; purified M. tuberculosis BioA enzyme, plate reader; inhibition, % at 9.99 µM; 0.096% of 360,000 active; AID 602481; in the data active = inhibition above about 40%
BH1578 lux ind = induces V. cholerae light production without autoinducers; 0.16% of 350,000 active; V. cholerae BH1578 lux reporter, luminescence, 6 h; activation, % at 18.7 µM; AID 588436; in the data active = activation mostly above about 9.7%, no sharp cut-off; note: not every result past the cut was called active; inactives centre near 0; reference of the scale not given here
Mtb FBA inh = inhibits M. tuberculosis FBA enzyme; purified M. tuberculosis FBA, fluorescence read-out; inhibition, % at 1 µM; 2.3% of 360,000 active; AID 588726; in the data active = inhibition above about 27%;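 note: 0% = vehicle and 100% = reference inhibitor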
Target sequence (P9WQA3 whole entry, looked up): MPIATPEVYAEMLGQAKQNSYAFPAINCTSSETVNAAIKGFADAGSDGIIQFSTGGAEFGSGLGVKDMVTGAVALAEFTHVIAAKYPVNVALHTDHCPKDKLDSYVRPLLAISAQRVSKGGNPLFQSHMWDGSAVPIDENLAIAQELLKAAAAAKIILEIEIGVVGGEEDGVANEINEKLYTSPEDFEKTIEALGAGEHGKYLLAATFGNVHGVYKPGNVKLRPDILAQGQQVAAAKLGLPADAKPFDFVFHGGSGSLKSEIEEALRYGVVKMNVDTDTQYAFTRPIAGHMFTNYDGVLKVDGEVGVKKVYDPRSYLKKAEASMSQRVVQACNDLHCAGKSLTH
PriA SSB inh = inhibitors of Klebsiella pneumoniae PriA binding to SSB C-terminal tail. AlphaScreen SSBct-PriA binding, biotinylated peptide. AID 1272365. 0.6% of 430,000 active. inhibition, % at 33 µM; in the data active = inhibition mostly above about 37%, no sharp cut-off; inactive = mostly below about 20%;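 note: plate controls were negative control peptide for no effect and reference peptide for full effect; strong numbers were not always called active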
SARS 3CLpro inh = SARS-CoV 3CLpro protease inhibition; recombinant SARS-CoV 3CLpro, quenched FRET peptide cleavage; inhibition, % at 6 µM; 0.14% of 290,000 active; AID 1706; in the data active = inhibition above about 12%
An asterisk follows results filed as active; & = joins results of further samples. The list is partial; rates above refer to the full screens.

`CN(C(=O)c1ccc(Cl)c([N+](=O)[O-])c1)C1(C)CCS(=O)(=O)C1` (configuration not stated) gave Rv3671c inh 6, Mtb UGM inh 1.6, MazEF act -4, GDH-TPI inh 8, BH1578 lux ind -7.1, Mtb FBA inh -1 and PriA SSB inh 6.
`O=S1(=O)CCC(n2ncc3c2/C(=C/c2ccccc2)CC3)C1` (configuration not stated) gave Rv3671c inh 1, VHR inh abs 18, Mtb UGM inh -1.0, MazEF act 1, GDH-TPI inh 2, BH1578 lux ind -0.3, Mtb FBA inh -1, PriA SSB inh 9 and SARS 3CLpro inh -6.
`CC[n+]1c(/C=C/Nc2ccccc2)sc2ccccc21` gave Rv3671c inh -61, VHR inh abs 6, Mtb UGM inh -1.7, MazEF act 4, GDH-TPI inh 16, BioA inh 1.7, BH1578 lux ind 6.2, Mtb FBA inh -1, PriA SSB inh -7 and SARS 3CLpro inh 5.
For FC(F)(F)c1cccc(-c2nc(-c3ccncc3)no2)c1 the results were VHR inh abs 7, Mtb UGM inh 1.9, MazEF act 6, GDH-TPI inh -11, BioA inh -2.5, BH1578 lux ind inactive, Mtb FBA inh 3, PriA SSB inh -7 and SARS 3CLpro inh 2.
COc1ccc(OC)c(C(O)c2nc3ccccc3n2C)c1 (configuration not stated) was read as Rv3671c inh -1, VHR inh abs 57*, Mtb UGM inh 2.7, MazEF act 3, GDH-TPI inh 0, BioA inh -0.1, BH1578 lux ind -1.3, Mtb FBA inh 1, PriA SSB inh -5 and SARS 3CLpro inh -3.
CCN(CC)C(=O)[C@H]1C[C@H](CC(=O)NC/C=C(\C)CCC=C(C)C)C(=O)N2CCc3c([nH]c4cc(-c5ccco5)ccc34)[C@]12C was read as MazEF act 6, GDH-TPI inh -5, BioA inh -1.3, BH1578 lux ind -0.5, Mtb FBA inh 12 and PriA SSB inh -16.
For Nc1nc(-c2ccc([N+](=O)[O-])cc2)cc(=O)[nH]1 the results were MazEF act 12, GDH-TPI inh 13, BioA inh 1.2, BH1578 lux ind -2.0, Mtb FBA inh -1 and PriA SSB inh 1.
Screening COC(=O)C=C1CCC2C3CCC4=CC(=O)CCC4(C)C3C(=O)CC12C (configuration not stated) returned MazEF act 8, GDH-TPI inh 1, BioA inh 1.1, BH1578 lux ind inactive, Mtb FBA inh 1 and PriA SSB inh -6.
`COC(=O)C1=C(N)Oc2cc(C)n(Cc3ccco3)c(=O)c2C1c1cccc(Cl)c1` (configuration not stated) gave Rv3671c inh -8, VHR inh abs 6, Mtb UGM inh 1.8, MazEF act -1, GDH-TPI inh -8, BH1578 lux ind -3.1, Mtb FBA inh -2, PriA SSB inh -6&-5 and SARS 3CLpro inh 6.
`O=C(CCC(=O)OCC(=O)c1ccc(Br)cc1)Nc1ccc(Br)c2cccnc12` gave Rv3671c inh -2, VHR inh abs -19, Mtb UGM inh -1.7, MazEF act -7, GDH-TPI inh -6, BioA inh 0.4, BH1578 lux ind inactive, Mtb FBA inh -1, PriA SSB inh -2 and SARS 3CLpro inh 0.
Screening CN(C)/C=C1\N=C(c2ccc(Cl)cc2Cl)OC1=O returned Rv3671c inh 3, VHR inh abs 9, Mtb UGM inh -0.2, MazEF act -14, GDH-TPI inh 20, BioA inh -0.2, BH1578 lux ind inactive, Mtb FBA inh -2, PriA SSB inh 4 and SARS 3CLpro inh -4.
CC(CCc1ccccc1)NC(=O)CCCn1ncn2c(cc3occc32)c1=O (configuration not stated) was read as Rv3671c inh 3, VHR inh abs 8, Mtb UGM inh -0.5, MazEF act -2, GDH-TPI inh 1, BioA inh 5.6, BH1578 lux ind inactive, Mtb FBA inh 1, PriA SSB inh -7 and SARS 3CLpro inh 2.
COc1ccc(S(=O)(=O)N2CCCC(C(=O)NCC3CCCO3)C2)cc1C (configuration not stated) was read as Rv3671c inh -1, VHR inh abs 60, Mtb UGM inh -2.3, MazEF act 1, GDH-TPI inh 1, BioA inh -0.3, BH1578 lux ind -0.3, Mtb FBA inh -2, PriA SSB inh -1 and SARS 3CLpro inh -3.
Screening CC(C)C[C@H](NC(=O)Nc1ccc(S(N)(=O)=O)cc1)C(=O)O returned Rv3671c inh -8, VHR inh abs 0, Mtb UGM inh -0.1, MazEF act -3, GDH-TPI inh 16, BioA inh 0.4, BH1578 lux ind inactive, Mtb FBA inh 1, PriA SSB inh -12 and SARS 3CLpro inh 3.
O=C1CC(NS(=O)(=O)c2cccnc2)CN1c1ccc(F)cc1 (configuration not stated) was read as Rv3671c inh 2, Mtb UGM inh 6.3, MazEF act 3, GDH-TPI inh 7, BioA inh -4.3, BH1578 lux ind -0.2, Mtb FBA inh 5 and PriA SSB inh 5.
`O=C(COC(=O)c1ccc(F)cc1Cl)NC1CC1` gave MazEF act -5, GDH-TPI inh 6, BioA inh -0.1, BH1578 lux ind inactive and Mtb FBA inh 2.
`COc1ccccc1C(O)c1ncc(-c2ccc(Cl)cc2)[nH]1` (configuration not stated) gave GDH-TPI inh -2, BioA inh -0.3, BH1578 lux ind inactive and Mtb FBA inh -1.
Screening COc1cc(NC(=O)c2ccc(Cl)cc2)c(Cl)cc1NC(=O)c1cccnc1 returned Rv3671c inh -15, VHR inh abs 27, Mtb UGM inh 0.4, MazEF act 2, GDH-TPI inh -3, BioA inh -1.4, BH1578 lux ind -0.2, Mtb FBA inh -2, PriA SSB inh -28 and SARS 3CLpro inh -4.
For CCOC(=O)CC(=O)CSc1nc2c(C)c(C)ccc2cc1C the results were Rv3671c inh -3, VHR inh abs 23, Mtb UGM inh -0.2, MazEF act -3, GDH-TPI inh 3, BioA inh 0.1, BH1578 lux ind 9.1, Mtb FBA inh 1, PriA SSB inh -34 and SARS 3CLpro inh 0.
O=C(COc1ccccc1Cl)NCCCNC(=O)c1ccco1 was read as Rv3671c inh 6, VHR inh abs 1, Mtb UGM inh 1.5, MazEF act 3, GDH-TPI inh 1, BioA inh 0.7, BH1578 lux ind -0.1, Mtb FBA inh -1, PriA SSB inh -10 and SARS 3CLpro inh 1.

An excerpt from above in order of number of heavy atoms, low to high:
For FC(F)(F)c1cccc(-c2nc(-c3ccncc3)no2)c1 the results were VHR inh abs 7, Mtb UGM inh 1.9, MazEF act 6, GDH-TPI inh -11, BioA inh -2.5, BH1578 lux ind inactive, Mtb FBA inh 3, PriA SSB inh -7 and SARS 3CLpro inh 2.
Screening CC(C)C[C@H](NC(=O)Nc1ccc(S(N)(=O)=O)cc1)C(=O)O returned Rv3671c inh -8, VHR inh abs 0, Mtb UGM inh -0.1, MazEF act -3, GDH-TPI inh 16, BioA inh 0.4, BH1578 lux ind inactive, Mtb FBA inh 1, PriA SSB inh -12 and SARS 3CLpro inh 3.
For CCOC(=O)CC(=O)CSc1nc2c(C)c(C)ccc2cc1C the results were Rv3671c inh -3, VHR inh abs 23, Mtb UGM inh -0.2, MazEF act -3, GDH-TPI inh 3, BioA inh 0.1, BH1578 lux ind 9.1, Mtb FBA inh 1, PriA SSB inh -34 and SARS 3CLpro inh 0.
COc1ccc(S(=O)(=O)N2CCCC(C(=O)NCC3CCCO3)C2)cc1C (configuration not stated) was read as Rv3671c inh -1, VHR inh abs 60, Mtb UGM inh -2.3, MazEF act 1, GDH-TPI inh 1, BioA inh -0.3, BH1578 lux ind -0.3, Mtb FBA inh -2, PriA SSB inh -1 and SARS 3CLpro inh -3.
CC(CCc1ccccc1)NC(=O)CCCn1ncn2c(cc3occc32)c1=O (configuration not stated) was read as Rv3671c inh 3, VHR inh abs 8, Mtb UGM inh -0.5, MazEF act -2, GDH-TPI inh 1, BioA inh 5.6, BH1578 lux ind inactive, Mtb FBA inh 1, PriA SSB inh -7 and SARS 3CLpro inh 2.

(further entries)
CSc1cccc(N2CC(C(=O)N(CC(C)C)c3c(N)n(Cc4ccccc4)c(=O)[nH]c3=O)CC2=O)c1 (configuration not stated) was read as Rv3671c inh 4, Mtb UGM inh -1.2, MazEF act -2, GDH-TPI inh 10, BioA inh 1.5, BH1578 lux ind inactive, Mtb FBA inh 1 and PriA SSB inh 7.
For CC(C)N(Cc1nc(-c2ccc(Cl)cc2)no1)C(=O)CCCN1C(=O)c2ccccc2C1=O the results were VHR inh abs 5, MazEF act 0, GDH-TPI inh 16, BioA inh -0.7, BH1578 lux ind 0.0, Mtb FBA inh 1, PriA SSB inh -6 and SARS 3CLpro inh 8.
`Cc1ccc(CNC(=O)CCCn2c(=O)c3ccccc3n(CC(=O)NC3CCCC3)c2=O)cc1` gave Rv3671c inh 0, VHR inh abs 5, Mtb UGM inh -0.5, MazEF act 6, GDH-TPI inh 2, BioA inh 8.3, BH1578 lux ind -0.4, Mtb FBA inh -1, PriA SSB inh -18 and SARS 3CLpro inh 0.
For Cc1csc2c(SCC(=O)NNC(=O)C(Cl)Cl)ncnc12 the results were Rv3671c inh -1, VHR inh abs 19, Mtb UGM inh 4.6, MazEF act 9, GDH-TPI inh -1, BioA inh -1.7, BH1578 lux ind 0.6, Mtb FBA inh 0, PriA SSB inh 1 and SARS 3CLpro inh -8.
Screening CC(C)C(OC(=O)c1nsc(Cl)c1Cl)C(=O)NC1CCCCC1 (configuration not stated) returned Rv3671c inh 0, VHR inh abs 20, Mtb UGM inh -1.4, MazEF act 2, GDH-TPI inh 5, BioA inh 2.4, BH1578 lux ind -0.4, Mtb FBA inh -5, PriA SSB inh 2 and SARS 3CLpro inh 2.
`COC(=O)c1c(C(=O)OC)c(-c2ccc(F)cc2)n2c1CS(=O)(=O)C2` gave Rv3671c inh -4, VHR inh abs 5, Mtb UGM inh 1.8, MazEF act 5, GDH-TPI inh -3, BH1578 lux ind inactive, Mtb FBA inh 2, PriA SSB inh -2 and SARS 3CLpro inh -2.
COc1ccc(Oc2c(OC)cc([N+](=O)[O-])c3ncccc23)cc1 was read as MazEF act 1, GDH-TPI inh 0, BioA inh 3.4, BH1578 lux ind 4.9, Mtb FBA inh 1 and PriA SSB inh 13.
Screening CCOC(=O)c1[nH]c2ccc(OC)cc2c1NC(=S)N1CCN(c2ccc(F)cc2)CC1 returned Rv3671c inh 4, VHR inh abs 12, Mtb UGM inh 2.8, MazEF act 5, GDH-TPI inh -1, BH1578 lux ind -0.2, Mtb FBA inh -1, PriA SSB inh 2 and SARS 3CLpro inh 0.
For Cc1c(C=NCCOCc2ccccc2)cnn1C the results were Rv3671c inh -7, VHR inh abs 26, Mtb UGM inh 0.5, MazEF act 2, GDH-TPI inh -10, BH1578 lux ind -0.7, Mtb FBA inh 2, PriA SSB inh -12 and SARS 3CLpro inh -1.
Screening Cc1nc2ccccn2c1C(=O)NCc1cccnc1 returned Rv3671c inh 8, VHR inh abs 10, Mtb UGM inh 0.4, MazEF act -2, GDH-TPI inh -4, BioA inh -0.1, BH1578 lux ind -3.6, Mtb FBA inh 0, PriA SSB inh -13 and SARS 3CLpro inh -3.
`O=c1[nH]nnc2c1cnn2-c1ccccc1` gave MazEF act 6, GDH-TPI inh 1, BH1578 lux ind 1.0, Mtb FBA inh -1 and PriA SSB inh 1.
Screening CCc1cc2c(COC(=O)CCNS(=O)(=O)c3cccc(C(F)(F)F)c3)cc(=O)oc2cc1O returned Rv3671c inh -33, Mtb UGM inh -0.3, MazEF act 1, GDH-TPI inh 9, BioA inh 0.6, BH1578 lux ind inactive, Mtb FBA inh 26 and PriA SSB inh -1.
Screening COc1ccc(N2CCN(C(=O)c3cn(Cc4ccccc4)nc3-c3cccnc3)CC2)cc1 returned Rv3671c inh -1, Mtb UGM inh 0.0, MazEF act 6, GDH-TPI inh 10, BioA inh 1.4, BH1578 lux ind -4.4, Mtb FBA inh 1 and PriA SSB inh 13.
Screening COc1ccc(NC(=O)Nc2cnccn2)cc1 returned Rv3671c inh -1, VHR inh abs 8, Mtb UGM inh -1.3, MazEF act 5, GDH-TPI inh -5, BioA inh -2.2, BH1578 lux ind -0.6, Mtb FBA inh -3, PriA SSB inh 2 and SARS 3CLpro inh -1.

Assay outcomes deposited in PubChem by several laboratories.
